Coupling enz – qHTS Assay for Inhibitors of Fructose-1,6-bisphosphate Aldolase from Giardia Lamblia: Coupling assay counterscreen | coupling enzyme system counterscreen, AmpLite Red fluorescence | activity change, negative = inhibition, % at 58.2 µM, hits read low | 290,000 tested, 0.67% active; in the data active = activity change below about -30%; also: % is scaled to controls: 0 for no effect and ±100 for the full control effect
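Final compound at 57.5 uM, incubated 10 min at RT with coupling enzyme reagent (glyceraldehyde-3-phosphate), then 20 min with substrate and AmpLite Red detection. Fluorescence read at 525/598 nm; tests interference with the coupling assay, not aldolase inhibition.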
Rab9 promoter act – qHTS Assay for Rab9 Promoter Activators | Huh7 Rab9 promoter-luciferase reporter, luminescence, 24 h | Potency, µM (doses to about 9.22 µM), for inactives: top-dose activation, negative = inhibition, hits mostly activators | 320,000 tested, 2.8% active; also: potency is read from the fitted curve at half-maximal effect; % of control where 0% means no effect; nearly all actives have a fitted effect of over 60% in size
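Huh7 cells stably carrying Rab9 promoter–luciferase reporter, plated 1500 cells/well, compound added after 2 h and incubated 24 h at 37 °C; luciferase luminescence then read after 10 min with detection reagent.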
ELG1 genotoxic – qHTS screen for small molecules that induce genotoxicity in human embryonic kidney (HEK293T) cells expressing luciferase-tagged ELG1; HEK293T ELG1-luciferase reporter, luminescence, 16 h; Potency, µM (top dose mostly 46 µM), for inactives: top-dose activity change, positive = activation, actives largely listed as activators; 330,000 tested, 1.3% active; also: potency is read from the fitted curve at half-maximal effect; % of control where 0% means no effect; nearly all actives have a fitted effect of over 60% in size
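Luminescence read-out: rising ELG1-luciferase signal, reflecting elevated ELG1 protein under genetic stress, flags genotoxic compounds. Cells were treated for 16 hr at 37 °C before ONE-Glo detection.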
Tb PFK inh – qHTS Assay to Find Inhibitors of T. brucei phosphofructokinase; AID 485367, 2010; 330,000 tested, 0.17% active; Potency, µM (top dose mostly 57.5 µM), without a hit: at the highest dose activity, negative = inhibition, usual class: inhibitors; T. brucei PFK, ADP-Glo luminescence; ATP-dependent 6-phosphofructokinase (Trypanosoma brucei brucei), O15648;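 also: potency is read from the fitted curve at half-maximal effect; 0% = uninhibited 1x PFK enzyme wells and -100% = no-enzyme wells; nearly all actives have a fitted effect of over 60% in size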
Target sequence (O15648 whole entry, looked up): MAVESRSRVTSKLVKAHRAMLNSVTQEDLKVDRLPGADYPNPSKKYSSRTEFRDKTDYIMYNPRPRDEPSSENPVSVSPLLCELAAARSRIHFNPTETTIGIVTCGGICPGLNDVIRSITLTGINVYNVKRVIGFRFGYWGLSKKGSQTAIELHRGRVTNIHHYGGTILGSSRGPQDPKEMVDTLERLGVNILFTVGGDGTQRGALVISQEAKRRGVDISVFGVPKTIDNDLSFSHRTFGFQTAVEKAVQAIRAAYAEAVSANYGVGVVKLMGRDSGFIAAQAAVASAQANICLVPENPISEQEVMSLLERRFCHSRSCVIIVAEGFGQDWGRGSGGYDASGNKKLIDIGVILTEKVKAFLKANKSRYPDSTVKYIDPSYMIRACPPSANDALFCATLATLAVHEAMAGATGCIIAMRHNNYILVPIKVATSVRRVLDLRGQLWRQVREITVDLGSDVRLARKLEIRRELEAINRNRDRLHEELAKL
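Luminescent ADP detection (ADP-Glo, two-step: ATP depletion then ADP-to-ATP conversion for luciferase) reported PFK activity after 45 min room-temperature reaction of 1.25 nM enzyme with 0.5 mM F6P and 0.1 mM ATP at pH 8.0.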
VP16 counter – VP16 counterscreen qHTS for inhibitors of ROR gamma transcriptional activity. Drosophila S2 Gal4-VP16 UAS-luciferase, luminescence, 20 h. Potency, µM (highest dose often 53.6 µM), without a hit: at the top dose activity, negative = inhibition, most hits filed as inhibitors. 310,000 tested, 3.5% active;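 also: Gal4-VP16 expression switched on by copper sulfate through the metallothionein promoter; potency is read from the fitted curve at half-maximal effect; % is scaled to controls: 0 for no effect and ±100 for the full control effect; nearly all actives have a fitted effect of over 50% in size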
uPA generation – qHTS for Inhibitors of Cell Surface uPA Generation; cell surface uPA generation assay, qHTS; Potency, µM (doses to about 38.3 µM), without a hit: top-dose activity change, negative = inhibition, usual class: inhibitors; 330,000 tested, 0.31% active; AID 540303, 2011; active = well fitted inhibition curve with a large enough effect; inconclusive = small, poorly fitted or top-dose-only effect; inactive = no such curve, though single readings can be large or run the other way; tested in mouse RAW 264.7 cells; also: potency is read from the fitted curve at half-maximal effect; % is scaled to controls: 0 for no effect and ±100 for the full control effect; nearly all actives have a fitted effect of over 55% in size
NPC1 prom act – qHTS Assay for NPC1 Promoter Activators. Potency, µM (doses to about 9.22 µM), for inactives: at the highest dose activation, usual class: activators. Huh7 NPC1 promoter luciferase reporter, 24 h. 320,000 tested, 2.4% active;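 also: potency is read from the fitted curve at half-maximal effect; % of control where 0% means no effect; nearly all actives have a fitted effect of over 60% in size; reporter is driven by a mutant NPC1 promoter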
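In 1536-well qHTS, Huh7 cells harboring an NPC1 promoter–luciferase construct received compound for 24 h; activation was quantified by luminescence following luciferase reagent addition.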
RORgamma inh – qHTS for inhibitors of ROR gamma transcriptional activity; 310,000 tested, 5.4% active; Potency, µM (titrated, usually from 53.6 µM), inactives show at the highest dose activity change, negative = inhibition, usual class: inhibitors; AID 2551, 2010; Nuclear receptor ROR-gamma (Mus musculus), P51450; Drosophila S2 Gal4-RORgamma UAS-luciferase reporter, 20 h; also: potency is read from the fitted curve at half-maximal effect; % is scaled to controls: 0 for no effect and ±100 for the full control effect; nearly all actives have a fitted effect of over 60% in size
Target sequence (P51450 whole entry, looked up, the tested form may be a part): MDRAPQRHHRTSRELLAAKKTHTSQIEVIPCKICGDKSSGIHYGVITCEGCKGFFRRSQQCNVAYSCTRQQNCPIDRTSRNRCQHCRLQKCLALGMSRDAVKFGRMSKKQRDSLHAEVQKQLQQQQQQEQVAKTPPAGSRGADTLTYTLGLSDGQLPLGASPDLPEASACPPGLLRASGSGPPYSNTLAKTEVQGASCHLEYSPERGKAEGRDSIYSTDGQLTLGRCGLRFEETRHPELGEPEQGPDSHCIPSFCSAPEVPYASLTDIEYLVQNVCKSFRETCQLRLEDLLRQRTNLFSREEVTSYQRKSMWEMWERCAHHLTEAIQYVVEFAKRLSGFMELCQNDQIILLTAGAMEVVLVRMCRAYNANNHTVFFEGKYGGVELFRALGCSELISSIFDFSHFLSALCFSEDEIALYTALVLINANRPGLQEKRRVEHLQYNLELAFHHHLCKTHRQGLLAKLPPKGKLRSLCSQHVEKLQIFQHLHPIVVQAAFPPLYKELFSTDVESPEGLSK
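Compounds are pin-transferred onto Drosophila Schneider cells expressing a copper-inducible Gal4–ROR gamma transactivation domain fusion. After 1 hr, copper sulfate is added to 700 uM final; luciferase is read 20 hr later.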
FLuc counter – qHTS profiling assay for firefly luciferase inhibitor/activator using purifed enzyme and Km concentrations of substrates (counterscreen for miR-21 project); Luciferin 4-monooxygenase (Photinus pyralis), P08659; purified FLuc, Km substrates, luminescence inhibition; Potency, µM (highest dose often 57.5 µM), for the others: at the highest dose activity change, negative = inhibition, actives largely listed as inhibitors; 360,000 tested, 6.9% active; AID 588342, 2011;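 also: potency is read from the fitted curve at half-maximal effect; plate controls were vehicle for no effect and reference inhibitor for full effect; nearly all actives have a fitted effect of over 55% in size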
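Purified P. pyralis luciferase, 10 nM final, with Km-level 10 uM D-luciferin and 10 uM ATP in 50 mM Tris acetate pH 7.5, 10 mM Mg acetate, 0.01% Tween-20, 0.05% BSA; 6-point qHTS titration about 60 µM downward; luminescence read.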
Giardia kill – Small Molecules that selectively kill Giardia lamblia: qHTS; Giardia lamblia trophozoite viability; activity change, % at 7.66 µM, hits read low; 340,000 tested, 0.15% active; AID 540267, 2011; in the data active = activity change below about -80%; inconclusive = between about -30% and that limit;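 also: parasites exposed to compound for two days anaerobically before the ATP read; % is scaled to controls: 0 for no effect and ±100 for the full control effect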
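Anaerobic 48 hrs incubation at 37 deg C of 100 trophozoites/well with test compounds; ATPLite 1-Step luminescence, 15-30 min RT, reports cellular ATP as viability.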
KCNH2 3.1 block – qHTS for Inhibitors of KCHN2 3.1: Mutant qHTS | U2OS KCNH2 3.1, thallium flux FluxOr; active compounds read low | activity change, % (tested at about 1.8 µM) | 340,000 tested, 0.95% active;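 active = maximum activity change below -70%; inconclusive = maximum activity change from -70% to -50%; inactive = maximum activity change above -50%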;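 also: thallium influx rate constant from kinetic fluorescence after stimulation buffer; % is scaled to controls: 0 for no effect and ±100 for the full control effect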
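FluxOr-based Tl+ influx in U2OS cells transduced with KCNH2 3.1 virus; rate constants normalized to DMSO controls.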
Starred values were filed as active, the others as inactive; ? = inconclusive; nt = not tested or not shown; [ ] = another dose, or the depositor's remark. Unless noted, calls follow the shape of the dose curve; as a rule, active = well fitted curve in the direction sought with a large enough effect; inconclusive = small, poorly fitted or top-dose-only effect, or another doubt; inactive = no such curve, though single readings can be large; an effect the other way counts as inactive or inconclusive.

SMILES	Coupling enz	Rab9 promoter act	ELG1 genotoxic	Tb PFK inh	VP16 counter	uPA generation	NPC1 prom act	RORgamma inh	FLuc counter	Giardia kill	KCNH2 3.1 block
CN(c1ccccc1)S(=O)(=O)c1cccc(C(=O)OCC(=O)NCc2ccc3c(c2)OCO3)c1	3	2%	1%	7%	-9%	-6%	2%	14%	?	22	-4
COc1ccc(N2CCN(C(c3nnnn3C3CCCC3)C(C)C)CC2)cc1 (stereo not given)	2	-6%	-14%	-2%	-1%	0%	2%	27%	1%	48[activator]	16
COc1cccc(C2=NOC(C(=O)Nc3cc(C)on3)C2)c1 (stereo not given)	2	0%	0%	0%	6%	3%	7%	22%	0%	-4	3
C=CCNC(=O)c1scc2c1CCCC2	3	2%	3%	2%	-3%	-2%	-1%	-3%	-1%	5	19
CCn1c(=O)n(CC(=O)Nc2ccc(F)cc2)c(=O)c2ccccc21	0	-7%	7%	-4%	-12%	5%	-3%	11%	1%	27	nt
CCN(CC)Cc1c(O)ccc2c(=O)c(-c3ccccc3)coc12	-1	15%	17%	0%	9%	15%	0%	26%[1.91 µM]	?	-1	-7
COc1ccc(CNC(=O)CN2C(=O)NC(c3ccccc3)(c3ccccc3)C2=O)cc1	nt	nt	-2%	3%	nt	4%	nt	nt	nt	2	?
CC(C)[C@H](N)C(=O)N1CCC(C(=O)N[C@@H](Cc2ccccc2)C(=O)NCc2ccc(F)cc2)CC1	-1	0%	2%	-2%	5%	5%	0%	-10%	0%	2	3
COc1ccc(Cc2nnc(NC(=O)c3ccc(OC(C)=O)cc3)s2)cc1OC	0	5%	4%	3%	9%	-3%	1%	-28%	1%	-9	-13
CCOc1ccc(NS(=O)(=O)c2ccc3c(c2)N(C(C)=O)CCS3)cc1	nt	-6%	-2%	-1%	?	0%	-1%	?	0%	68[activator]	1
C=CCNC(=O)c1onc(CSc2cccc(Cl)c2)c1C(=O)O	5	3%	0%	0%	-7%	-12%	1%	26%	?	1	3
Cc1noc(NS(=O)(=O)c2ccc(NC(=O)c3ccc(Cl)c(S(=O)(=O)N(C)c4ccccc4)c3)cc2)c1C	nt	-11%	2%	-4%	nt	2%	2%	nt	3%	8	5
COc1cc(Oc2nc(C(F)(F)F)nc3ccccc23)ccc1C=O	-1	-2%	-1%	-2%	-4%	-7%	2%	-3%	0%	-17	-2
COc1cc(C)c(CN2CCC(Oc3ccc(C(=O)N4CCCC4)cc3)CC2)cc1C	-2	-4%	-4%	3%	0%	?	10%	2%	1%	-2	-7
Cc1ccc(CNC(=O)C2(C)Oc3ccccc3NC2=O)cc1 (stereo not given)	4	8%	-2%	-1%	9%	-4%	0%	1%	-1%	-5	7
COc1ccc(NC(=S)N/N=C/c2cccn2Cc2ccc(F)cc2)cc1	9	-1%	-4%	3%	-12%	-2%	4%	19%	1%	-1	-19
COc1ccc(/C=N/n2cncn2)cc1COc1ccc(NC(C)=O)cc1	5	1%	2%	0%	10%	-3%	-5%	24%	?	0	18
Cc1ccc(CNC(=O)C2CCCN2S(=O)(=O)c2ccc(Cl)cc2)cc1 (stereo not given)	0	8%	-6%	-1%	-1%	12%	10%	?	-1%	-15	0
Cc1ccc(C(=O)CSc2nnc(CNc3ccc(C)cc3C)o2)cc1	3	-15%	?	2%	16%	0%	-5%	-29%	2%	3	-12
CN(CCC#N)C(=S)Nc1ccc(F)cc1	5	0%	0%	6%	8%	3%	-1%	1%	-1%	5	0

Brought forward from above: 2 entries, followed by the next part.
SMILES	Coupling enz	Rab9 promoter act	ELG1 genotoxic	Tb PFK inh	VP16 counter	uPA generation	NPC1 prom act	RORgamma inh	FLuc counter	Giardia kill	KCNH2 3.1 block
Cc1ccc(C(=O)CSc2nnc(CNc3ccc(C)cc3C)o2)cc1	3	-15%	?	2%	16%	0%	-5%	-29%	2%	3	-12
CN(CCC#N)C(=S)Nc1ccc(F)cc1	5	0%	0%	6%	8%	3%	-1%	1%	-1%	5	0
CCC1CCCCN1CCCNC(=O)Cn1c2ccccc2c2nc(=O)cc(C)n21 (stereo not given)	nt	0%	0%	-1%	-3%	-4%	-4%	1%	-2%	3	10
CCOC(=O)C(CCCCCCC(NC(C)=O)(C(=O)OCC)C(=O)OCC)(NC(C)=O)C(=O)OCC	-1	-2%	0%	-5%	9%	3%	9%	-5%	-1%	8	11
CC(=O)Nc1ccc(NC(=O)C/C(C)=N/NC(=O)C(=O)Nc2ccc(C)c(Cl)c2)cc1	1	3%	2%	4%	-1%	2%	?	2%	-18%	5	-84*
CN(C)c1nc(OCCNC(=O)COc2ccc(Cl)cc2Cl)nc(N2CCOCC2)n1	2	-10%	0%	-1%	-4%	0%	4%	-1%	3%	-12	1
CC(C)NC(=O)NC(=O)CN1C(=O)NC(Cc2c[nH]c3ccccc23)C1=O (stereo not given)	0	3%	5%	-3%	-12%	5%	1%	20%	-2%	-13	-16
O=C1c2cccc3cccc(c23)C(=O)N1CC1CCN(CC(O)COCc2ccc3c(c2)OCO3)CC1 (stereo not given)	0	-3%	-7%	0%	-23%	-11%	1%	-21%	5%	7	-11
O=C(Cn1ncc2c(=O)oc3ccccc3c21)N(Cc1ccco1)C1CCCCC1	-2	0%	4%	15%	6%	-2%	0%	-24%	0%	-22	3
O=C(NC(=S)N(CCc1ccccc1)CCc1ccccc1)c1ccco1	17	2%	-5%	-6%	0.045µM*	-3%	-1%	0.11µM*	3%	2	14
CCCn1c(-c2cccc(F)c2)nc2c1c(=O)[nH]c(=O)n2Cc1ccccc1	0	0%	1%	1%	21%	3%	-3%	-6%	-1%	-13	-20
CCCC(NCC(=O)Nc1cc(S(=O)(=O)N2CCOCC2)ccc1OC)c1ccccc1 (stereo not given)	nt	-1%	-6%	6%	nt	?	-2%	nt	0%	4	17
CCc1nc2ccccc2nc1N1CCN(S(=O)(=O)c2ccc(Cl)cc2)CC1	0	-3%	-4%	4%	2%	4%	1%	42%	-2%	-25	6
Cc1nn(CC(=O)N2CCN(C34CC5CC(CC(C5)C3)C4)CC2)c(C)c1[N+](=O)[O-]	-3	0%	-9%	3%	2%	4%	-2%	-1%	0%	-11	-11
Cc1ccc(OCC(=O)NCCNC(=O)c2ccco2)cc1C	-6	4%	1%	1%	-4%	6%	-2%	4%	-2%	5	-20
O=C(CSc1nc2ccccc2c(=O)n1-c1ccc(F)c(Cl)c1)Nc1cccc(S(=O)(=O)N2CCOCC2)c1	-1	0%	0%	0%	-17%	0%	-3%	40%	-2%	5	-6
COc1ccc2cc(S(=O)(=O)N3CCCCCC3)ccc2c1	-1	-2%	1%	-7%	-18%	1%	-1%	27%	?	-5	3
Cc1cc2oc(=O)c(CC(=O)NCCCN(C)C)c(C)c2c2occ(C(C)(C)C)c12	0	-4%	1%	-8%	?	-12%	22%	0%	?	2	-13
COc1ccc(C(=O)/C=C/c2ccccc2)c(OC)c1	-1	?	4%	1%	-12%	?	?	?	4.8µM*	6	-8
N#Cc1cc2c(nc1SCC(=O)N1CCCCC1)CCCC2	-1	0%	?	-9%	13%	-1%	0%	27%	-8%	16	0

4 entries out of the list, sorted by number of heavy atoms, low to high.
SMILES	Coupling enz	Rab9 promoter act	ELG1 genotoxic	Tb PFK inh	VP16 counter	uPA generation	NPC1 prom act	RORgamma inh	FLuc counter	Giardia kill	KCNH2 3.1 block
COc1cc(Oc2nc(C(F)(F)F)nc3ccccc23)ccc1C=O	-1	-2%	-1%	-2%	-4%	-7%	2%	-3%	0%	-17	-2
COc1ccc(/C=N/n2cncn2)cc1COc1ccc(NC(C)=O)cc1	5	1%	2%	0%	10%	-3%	-5%	24%	?	0	18
CCCn1c(-c2cccc(F)c2)nc2c1c(=O)[nH]c(=O)n2Cc1ccccc1	0	0%	1%	1%	21%	3%	-3%	-6%	-1%	-13	-20
COc1ccc(CNC(=O)CN2C(=O)NC(c3ccccc3)(c3ccccc3)C2=O)cc1	nt	nt	-2%	3%	nt	4%	nt	nt	nt	2	?
